Compound activity deposited in PubChem BioAssay by Johns Hopkins Ion Channel Center.
Kir21 block – inhibitors of mouse Kir2.1 inward-rectifier potassium channel. P35561. HEK293-Kir2.1, FluxOR thallium flux fluorescence; active compounds read low. B-score at 10 µM. 0.85% of 310,000 active. AID 1672;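 active means fluorescence ratio B-score at or below minus 3 SD of library scores, with starting-brightness B-score within 2 SD, cut at about -4.2 in these data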;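 further: channel flux triggered by added potassium and thallium sulfate stimulus; B-score of peak minus minimum fluorescence over baseline after thallium stimulus; more negative B-score means stronger Kir2.1 block with less thallium influx; some compounds called inactive have numbers as strong as hits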
Target sequence (P35561 whole entry, looked up): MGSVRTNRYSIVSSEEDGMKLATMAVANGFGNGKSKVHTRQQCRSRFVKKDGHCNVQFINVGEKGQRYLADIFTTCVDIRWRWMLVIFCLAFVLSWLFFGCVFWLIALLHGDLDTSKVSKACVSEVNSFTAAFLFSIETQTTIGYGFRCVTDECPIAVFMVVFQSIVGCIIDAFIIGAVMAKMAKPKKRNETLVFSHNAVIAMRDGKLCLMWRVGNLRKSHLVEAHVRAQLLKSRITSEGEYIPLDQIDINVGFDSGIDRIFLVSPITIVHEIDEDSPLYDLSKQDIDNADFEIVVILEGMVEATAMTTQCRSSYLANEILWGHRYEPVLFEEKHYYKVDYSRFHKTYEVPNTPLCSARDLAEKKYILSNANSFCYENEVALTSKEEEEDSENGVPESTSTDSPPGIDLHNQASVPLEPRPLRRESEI
CHT block – inhibitors of human choline transporter CHT | Q9GZV3 | CHT-expressing cells, membrane potential dye, choline response; active compounds read low | B-score at 10 µM | 0.86% of 310,000 active;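 active means B-score over 3 SD under the library average, and starting fluorescence ratio not unusually high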;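 further: choline stimulus applied at its EC90 after an EC20 pre-addition; B-score computed on integrated fluorescence ratio after choline addition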
Target sequence (Q9GZV3 whole entry, looked up): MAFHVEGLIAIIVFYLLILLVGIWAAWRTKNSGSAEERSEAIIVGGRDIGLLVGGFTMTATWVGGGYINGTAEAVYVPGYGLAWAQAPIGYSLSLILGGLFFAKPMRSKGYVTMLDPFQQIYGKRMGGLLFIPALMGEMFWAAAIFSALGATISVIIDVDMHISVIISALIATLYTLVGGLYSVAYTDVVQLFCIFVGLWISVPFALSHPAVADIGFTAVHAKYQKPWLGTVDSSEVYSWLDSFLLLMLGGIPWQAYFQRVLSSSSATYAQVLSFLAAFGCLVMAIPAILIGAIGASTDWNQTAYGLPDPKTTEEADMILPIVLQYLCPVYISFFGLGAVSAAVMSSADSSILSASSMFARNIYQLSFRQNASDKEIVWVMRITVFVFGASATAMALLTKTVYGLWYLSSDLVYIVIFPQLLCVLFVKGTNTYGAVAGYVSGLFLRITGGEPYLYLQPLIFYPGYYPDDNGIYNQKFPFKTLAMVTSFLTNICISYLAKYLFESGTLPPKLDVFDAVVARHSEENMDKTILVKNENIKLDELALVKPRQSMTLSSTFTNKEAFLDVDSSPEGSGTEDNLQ
KCNQ2 block – KCNQ2 channel blockers in CHO-K1 cells – cell-based, FluxOR thallium flux, B-score, primary screen (AID 2156). O88943. 20 min; active compounds read low. B-score at 10 µM. 1.1% of 310,000 active;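 active means fluorescence ratio B-score at most minus 3 library SDs, with starting brightness B-score within 2 library SDs, cut at about -5.5 in these data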
Active calls of the source: *; i = inactive; · = no result given. Outcome played no part in choosing rows (roughly 2.6% active in at least one column).

SMILES	Kir21 block	CHT block	KCNQ2 block
CCCCc1nc(SCC(=O)N2CCCC2)c2c(=O)n(C)c(=O)n(C)c2n1	-0.71	i	i
CSc1ccc(-c2ccco2)nn1	-0.2	i	i
COc1ccccc1NC(=S)NNC(=O)c1nn(C)c(C)c1Br	1.83	i	i
Cc1csc(/C(C#N)=N/O)n1	-1.15	i	i
CCOC(=O)C1=C(COC(=O)/C=C/c2ccco2)NC(=O)NC1C (stereo unspecified)	0.34	i	i
COc1ccc(S(=O)(=O)N2CCCCCC2)cc1Br	-0.9	·	i
CC1CCCCC1NC(=S)Nc1ccc(SC(F)F)cc1 (stereo unspecified)	-1.64	-5.49*	i
CC(NCC(O)COc1ccc(Br)cc1)c1ccccc1 (stereo unspecified)	-3.44	i	i
Cc1cc(OCc2cc(C(=O)N(C)C3CCOC3)no2)cc(C)c1Cl (stereo unspecified)	-0.19	i	i
CCN(CC)CCCN(Cc1cc2ccc(C)c(C)c2[nH]c1=O)C(=O)NC1CCCCC1	-0.86	i	i
COc1ccccc1/C(O)=C(\C#N)c1nc2ccccc2[nH]1	0.41	i	i
COc1ccc(-c2c(C(=O)O)nc3ccccc3c2C(=O)O)cc1	1.17	i	i
COC(=O)C1C(O)=C(C=Nc2ccc3ccccc3c2)C(=O)CC1(C)C (stereo unspecified)	-0.13	i	i
O=C(NNc1nc2ccccc2s1)Nc1ccc(Cl)c(Cl)c1	2.01	i	i
CC(C)NC(=O)NC(=O)COc1c(F)c(F)cc(F)c1F	0.05	i	i
CC1CCCN(C(=O)Cn2nnc(-c3ccc(F)cc3)n2)C1 (stereo unspecified)	0.28	i	i
CC1Cc2ccccc2N1C(=O)CSc1ccccc1 (stereo unspecified)	-2.84	i	i
COc1ccccc1C(=O)C1CCCN(C(=O)c2ccccc2C(C)=O)C1 (stereo unspecified)	0.94	·	i
Cc1cc(C(=O)C(C)Cl)c(C)n1Cc1ccco1 (stereo unspecified)	0.4	i	i
O=C(CCN1CCCCC1)N/N=C/c1ccc(Br)cc1	0.39	i	i
Cc1ccc(-n2cc(-c3ccccc3)c3c(N4CCOCC4)ncnc32)cc1	1.09	·	i
CCCCCCCCCCCCS[C@H]1CS(=O)(=O)C[C@@H]1O	1.61	i	i
COc1ccc(NC(=O)CN2CCC(C(N)=O)(N3CCCCC3)CC2)c(OC)c1	0.66	i	i
Cc1cccc(/C=C/C(=O)c2cc(Br)ccc(=O)c2O)c1	0.95	i	i
CC(C)NC(=O)COC(=O)c1ccccc1CSC1=NCCS1	-0.89	i	i
SMILES	Kir21 block	CHT block	KCNQ2 block
COc1ccccc1-c1nc(COc2ccc(Cl)cc2Cl)no1	-0.53	i	i
CC(OC(=O)c1cc2sccc2n1C)C(=O)NCc1cccs1 (stereo unspecified)	1.24	i	i
CCOC(=O)c1nn(-c2ccc(Cl)cc2)c2nnc(Cc3ccccc3)c(=O)n12	-0.79	i	i
COc1ccc(CCC(C)NCCc2ccc(Cl)cc2Cl)cc1 (stereo unspecified)	-13.4*	i	i
COc1ccc(NS(=O)(=O)c2ccc(NC(=O)c3ccc(CN4CCOCC4)cc3)cc2)cc1	0.51	i	i
COc1ccc(N2CCN(C(=O)C3CCN(S(=O)(=O)c4ccc(F)cc4)CC3)CC2)cc1	-0.73	i	i
CCCCN(CC)C(=O)c1cc2cc3ccc(Cl)cc3nc2o1	1.06	i	i
CCOC(=O)CSc1nc2c(sc(=S)n2-c2ccccc2OC)c(=O)n1-c1ccccc1OC	2.04	i	i
O=C(Cn1c(=O)c2ccccc2n(CC(=O)N2CCCCC2)c1=O)N1CCCCC1	1.62	i	i
CS(=O)(=O)N(CCc1ccccc1)CC(=O)N1CCc2ccccc2C1	-1.46	i	i
COc1ccc(N=C2SCC(c3ccc(C)cc3)=NN2CCO)cc1	-0.41	i	i
CCN(CC)S(=O)(=O)c1ccc(C)c(NC(=O)Cc2ccc(S(=O)(=O)N3CCOCC3)s2)c1	0.12	i	i
O=C(Cn1c(C(F)(F)F)nc2ccccc21)Nc1ccccc1N1CCOCC1	-1.43	i	i
O=S(=O)(NCCSc1ccc(Cl)cc1)c1ccc(F)cc1	-2.13	i	i
Cc1cc(O)c(NC(=O)c2cc([N+](=O)[O-])ccc2Cl)cc1C	-0.73	i	i
CN1C(=S)SC(/[N+]([O-])=C\c2ccccc2)C1(C)C (stereo unspecified)	-1.02	i	i
CC1Cc2ccccc2N1Cc1cc(=O)c(OCC(=O)NCCc2ccccc2)co1 (stereo unspecified)	0	i	i
COc1cc(C(=O)OCC(=O)NC(=O)c2cccn2C)ccc1OC(F)F	1.65	i	i
C/C(=N\O)C(=O)NCCN(C)C	-1.29	i	i
O=C(C1CCCCC1)N1CCN=C1SCc1cccnc1	2.36	i	i
O=C(Cc1ccccc1)NCC(=O)OCC(=O)c1cccs1	-0.05	i	i
CCOc1ccc(Oc2c(/C=N/NC(N)=O)c(C)nn2-c2ccccc2)cc1	-0.94	i	i
O=C(Nc1ccc2c(c1)OCCO2)C1CC(O)CN1C(=O)Nc1ccccc1 (stereo unspecified)	0.03	i	i
Cc1cc(C(F)F)n2ncc(C(=O)N3CCC(C(N)=O)CC3)c2n1	2.67	i	i
CCc1cc(C(=O)NNC(=S)Nc2cc(C)ccc2C)cs1	2.19	i	i
SMILES	Kir21 block	CHT block	KCNQ2 block
COc1ccc(-n2c(-c3ccc(Br)cc3)nc(=S)c3c2CCCC3)cc1	-0.37	i	i
Cc1nc2ccccn2c1-c1csc(Nc2ccc(C(=O)O)cc2)n1	-1.46	i	i
Cn1cc(CNCCN2CCCCC2=O)c(-c2cccc(Cl)c2)n1	-0.78	i	i
O=C(CCN1C(=O)S/C(=C\c2ccccc2)C1=O)N1CCCCC1	-1.09	i	i
Cc1ccc(NC(=O)c2cc3ccccc3o2)cc1Cl	-0.11	i	i
Cc1cccc(NC(=S)NNC(=O)c2csc(C(C)C)c2)c1	-1.42	i	i
COc1ccccc1S(=O)Cc1ccc(C(=O)O)o1 (stereo unspecified)	0.88	i	i
COc1cc(NC(=O)C/C(C)=N/NC(=O)Cc2ccc(Cl)cc2)c(OC)cc1Cl	-0.28	i	i
NC(=O)C1=NOC(CNc2ncc(C(F)(F)F)cc2Cl)C1 (stereo unspecified)	2.97	i	i
COc1ccc(Cn2nnnc2C(C(C)C)N2CCc3ccccc32)cc1 (stereo unspecified)	0.14	i	i
Nc1cccc(-n2nncc2-c2ccccc2)c1	-2.43	i	i
Cn1cc(S(=O)(=O)N2CCC3(CC2)OCCO3)c(=O)n(C)c1=O	0.2	i	i
CC1CCN(S(=O)(=O)c2ccc3c(c2)N(CC(=O)NCCCN2CC(C)CC(C)C2)C(=O)CS3)CC1 (stereo unspecified)	0.17	i	i
O=C(NC1=NCCS1)C1CC(=O)N(c2ccccc2)C1 (stereo unspecified)	0.24	i	i
Cc1onc(-c2c(F)cccc2Cl)c1C(=O)c1ccc(F)cc1	-4.8*	i	i
Cc1c(Cl)c([N+](=O)[O-])nn1CCCC(=O)Nc1cccnc1	0.88	i	i
COc1ccccc1OCCSc1nc(N)cc(N)n1	0.7	i	i
O/N=C/c1cc(Cl)ccc1OCc1cccc2ccccc12	-0.97	i	i
CC(C)CCn1c(=O)c2ccccc2n2c(CN3CCCC3)nnc12	0.1	i	i
Cc1cc(=O)nc2c3ccccc3n(C(C)C(=O)Nc3cc(F)ccc3F)n12 (stereo unspecified)	1.22	i	i
COc1cccc(N2CCN(S(=O)(=O)c3cccc4nsnc34)CC2)c1	2.17	i	i
O=C(Nc1cccc(C(=O)N2CCOCC2)c1)c1ccccc1Cl	-0.03	i	i
O=C(Nc1cccc(-c2cnc3ccccc3n2)c1)C1CC(=O)N(c2ccccc2)C1 (stereo unspecified)	2.02	i	i
CCS(=O)(=O)N1CCN(C(=O)C(c2ccccc2)c2ccccc2)CC1	0.72	i	i
Cc1c(NC(=O)COc2ccc3ccc(=O)oc3c2)c(=O)n(-c2ccccc2)n1C	-2.62	i	i
SMILES	Kir21 block	CHT block	KCNQ2 block
CC(C)(C)C(=O)Nc1nnc(CCc2ccccc2)s1	1.58	i	i
FC(F)(F)c1cc(-c2ccco2)nc(-n2cnc3ccccc32)n1	0.7	i	i
Nc1nc(CSc2nnc(-c3cccc(F)c3)n2-c2ccccc2)nc(N2CCOCC2)n1	-1.11	i	i
Cc1ccc(NC(=O)CN(C)C(=O)c2cc3ccccc3o2)cc1	0.77	i	i
Cc1ccc(S(=O)(=O)CCC(=O)NC2CCCC2)cc1	0.24	i	i
O=C(CN1CCCCCC1)N1c2ccccc2C=Cc2ccccc21	-0.73	i	i
O=c1[nH]c(CSc2ncc(C(F)(F)F)cc2Cl)nc2cc(C(F)(F)F)ccc12	0.22	i	i
O=C(Nc1ccccc1)Nc1snnc1C(=O)Nc1cccc(O)c1	-0.69	·	i
COc1cc(OC)c(/C=N/n2c(C)nnc2C)c(OC)c1	-0.23	i	i
Cc1ccc(C)c(CSCC(=O)NCc2cccs2)c1	-2.21	i	i
COC(=O)C(Cc1ccc(O)cc1)NC(=O)CCc1ccco1 (stereo unspecified)	0.37	i	i
CC(=O)Nc1ccc(NC(=O)CN(c2cc(Cl)ccc2Cl)S(C)(=O)=O)cc1	0.33	i	i
CCN(C(=O)COC(=O)c1ccccc1SCC(=O)N1CCCC1)C1CCS(=O)(=O)C1 (stereo unspecified)	0.93	i	i
CCOCCCn1c(SCC(=O)NCc2ccc3c(c2)OCO3)nc2ccccc2c1=O	2.03	i	i
COc1ccc(C(CNC(=O)CCNC(=O)c2ccccc2OC)N2CCCC2)cc1 (stereo unspecified)	-0.2	i	i
Cc1cccc2nc(COc3ccc(-c4ccccc4)cc3)cn12	0.98	i	i
Cc1cc(C)nc(N2CCC(C(=O)NCCc3ccc(Cl)cc3)CC2)n1	-0.89	i	i
COC(=O)c1ccc(NC(=O)C2CCCN2C(=O)OCc2ccccc2)cc1 (stereo unspecified)	0.61	i	i
O=C1c2ccccc2CC1Sc1nnc(-c2ccccn2)o1 (stereo unspecified)	-0.02	·	i
CCOP(=O)(OCC)c1cccc(P(=O)(c2ccccc2)c2ccccc2)c1O	-0.43	i	i
O=C(c1cc(-c2ccccc2O)on1)N1CCOCC1	-1.81	i	i
COC(=O)C1(C(C[N+](=O)[O-])c2ccco2)C(=O)NCC1c1ccccc1 (stereo unspecified)	-1.28	i	i
CCOc1c(OC(C)=O)ccc(/C=C2\N=C(SCC)SC2=O)c1[N+](=O)[O-]	2.05	-5.82*	i
Cc1c(C(=O)O)[nH]c2c1C(=O)CC(c1ccc(C(C)(C)C)cc1)C2 (stereo unspecified)	1.82	i	i
Cc1cc(C(=O)CN2C(=O)C(=O)N(Cc3ccccc3)C2=O)c(C)n1CC1COc2ccccc2O1 (stereo unspecified)	1.02	i	i
SMILES	Kir21 block	CHT block	KCNQ2 block
COc1cc(C(=O)Nc2ccc3c(c2)OCO3)ccc1OCc1c(C)noc1C	-1.83	i	i
Cc1c([N+](=O)[O-])cc(S(=O)(=O)Nc2ccc(-c3ccc(N4CCCC4)nn3)cc2)cc1[N+](=O)[O-]	1.22	i	i
C/C(=N\N=C1\NC(=O)C(CC(=O)NCc2ccccc2)S1)C(C)C (stereo unspecified)	-0.03	i	i
COc1ccc(CCC(=O)NCc2cn3ccc(C)cc3n2)cc1	0.34	i	i
O=S(=O)(NC1CCc2ccccc21)c1ccc(S(=O)(=O)N2CCCC2)cc1 (stereo unspecified)	-0.17	i	i
Cc1nnc(NC(=O)c2c(-c3ccccc3)noc2C)s1	0.05	i	i
Cn1c(SCC(=O)Nc2ccc(NC(=O)c3cccs3)cc2)nnc1-c1ccncc1	1.06	i	i
O=C(NC1CCCCC1)N1CCN(c2ncccn2)CC1	1.27	i	i
COCc1cc(C)nc(SCC(=O)Nc2cc3c(cc2C#N)OCO3)c1C#N	1.79	i	i
Cc1ccc(C(=O)Nc2cccc(S(=O)(=O)N3CCOCC3)c2)cc1[N+](=O)[O-]	0.96	i	i
CCCN(CCC)S(=O)(=O)c1ccc(NC(=O)COc2ccccc2)cc1	-2.38	i	i
COc1ccc(OC)c(CNC(=O)c2nn(C)c3c2CS(=O)(=O)c2ccccc2-3)c1	0.61	i	i
COC(=O)c1ccccc1NS(=O)(=O)c1cn(C)c(=O)n(C)c1=O	0.01	i	i
O=C(CSc1nnc(CNC(=O)c2cccs2)o1)Nc1ccc2c(c1)OCO2	0.87	i	i
Cc1nc(-c2ccc(C(=O)NCCO)cc2)cs1	1.64	i	i
